IL1B NFkB inh = inhibitors of IL-1B driven NFkB p65 nuclear import, primary screen, imaging, HUVEC, IL-1B stimulus, high-content imaging; inhibition, % at 2 µM; HUVEC IL-1B NFkB p65 nuclear translocation imaging; 94,000 tested, 0.43% active;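 active = inhibition above about 30% together with a positive call from visual inspection of the well image, limit read from the data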;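 also: nuclear over cytoplasmic p65 intensity ratio measured by imaging; 0% = IL-1B stimulated DMSO wells and 100% = unstimulated DMSO wells; values of inactives mirror those of a sister screen read the other way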
Bcl-B TR3 displacers = displacers of TR3 peptide from Bcl-B, primary screen, selectivity assay for Bfl-1 inhibitor project, biochemical, fluorescence polarization; Bcl-2-like protein 10 (Homo sapiens); FP displacement of FITC-TR3 peptide from Bcl-B; higher % means a stronger effect; displacement, % at 20 µM, or IC50 in µM where a hit was titrated; 96,000 tested, 0.11% active;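 active = displacement above 50% at 20 µM plus a fluorescence interference ratio under 1.5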;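 also: plate controls were wells without compound for no effect and wells lacking Bcl-B protein for full effect; a part of the inactive calls stands beside numbers as strong as those of hits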
PLAP inhibitors HTS = PLAP enzyme inhibitors, biochemical, luminescence, HTS (AID 690). Alkaline phosphatase, placental type (Homo sapiens). purified PLAP, luminescent substrate; higher % means a stronger effect. inhibition, % at 20 µM; hits with a dose series show IC50 in µM. 96,000 tested, 0.08% active; in the data active = a potency from the dose series; inactive = the rest, 99 in 100 with inhibition below about 30%; also: strong numbers were not always called active
IL1B NFkB pot = enhancers of NFkB p65 translocation in HUVEC – imaging, IL-1B stimulus, high-content imaging, primary screen; HUVEC IL-1B NFkB p65 nuclear translocation imaging; activation, % at 2 µM; 94,000 tested, 0.3% active; AID 819, 2007;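 active = activation above 40%, about the mean plus 3 SD, also judged a hit on visual image review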;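 also: percent activation is computed from the nuclear over cytoplasmic p65 intensity ratio; values of inactives mirror those of a sister screen read the other way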
MRP reversal = reversal of MRP1-mediated doxorubicin resistance, primary screen, H69AR cells, doxorubicin co-treatment. H69AR cells + 2 uM doxorubicin, CellTiter-Glo, 72 h. differential viability (reversal), % at 10 µM. 85,000 tested, 0.04% active;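 active = viability drop by adding the cancer drug above about 55%, with treated viability meeting a 40% cutoff, limit read from the data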;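 also: viability without doxorubicin minus viability with 2 µM doxorubicin for each compound; larger differential means the compound sensitizes cells more to doxorubicin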
MRP reversal cytotoxicity = further read-out of MRP reversal, marked with its call; viability, %; H69AR cells, CellTiter-Glo, 72 h; measured here: cytotoxicity without doxorubicin
MRP reversal with doxorubicin = further read-out of MRP reversal, marked with its call; viability, %; measured here: viability with 2 uM doxorubicin; stronger effect = lower value
IL1B NFkB inh cell count 2 µM = further read-out of IL1B NFkB inh, marked with its call; cell count; measured here: cells passing quality filter;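 raw number of nuclei counted in each imaged well without normalization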
IL1B NFkB pot cell count 2 µM = also measured in IL1B NFkB pot; calls as there; cell count; measured here: cells passing quality filter
The depositor's hits bear a star. An excerpt (hit frequency here may not be typical).

What do the screens show for `COc1ccc(CC(=O)Nc2ccc(-c3noc(-c4cccc(OC)c4)n3)cc2)cc1`?
IL1B NFkB inh: -8; Bcl-B TR3 displacers: -10%; PLAP inhibitors HTS: -4%; IL1B NFkB pot: 8; MRP reversal: -5; MRP reversal cytotoxicity: 70; MRP reversal with doxorubicin: 75; IL1B NFkB inh cell count 2 µM: 121; IL1B NFkB pot cell count 2 µM: 121

How did COCCNC(=O)C(c1ccc(C)o1)N(Cc1ccc(OC)cc1)C(=O)Cn1nnc2ccccc21 (configuration not stated) do in these assays?
Bcl-B TR3 displacers: 10%; PLAP inhibitors HTS: -48%; MRP reversal: 21; MRP reversal cytotoxicity: 89; MRP reversal with doxorubicin: 69

Results for CN1C(=O)N(C)C2(c3ccccc3)Nn3c(s/c(=C/c4ccccc4)c3=O)=NC12c1ccccc1 (configuration not stated) ?
IL1B NFkB inh: -15; Bcl-B TR3 displacers: -2%; PLAP inhibitors HTS: 7%; IL1B NFkB pot: 15; MRP reversal: -6; MRP reversal cytotoxicity: 38; MRP reversal with doxorubicin: 44; IL1B NFkB inh cell count 2 µM: 155; IL1B NFkB pot cell count 2 µM: 155

What do the screens show for `CCCc1cc(NCCCN2CCOCC2)n2c(nc3ccccc32)c1C#N`?
IL1B NFkB inh: 3; IL1B NFkB pot: -3; MRP reversal: 23; MRP reversal cytotoxicity: 54; MRP reversal with doxorubicin: 31; IL1B NFkB inh cell count 2 µM: 93; IL1B NFkB pot cell count 2 µM: 93

How did CCOC(=O)c1[nH]c(C)c(/C(O)=C2\C(=O)C(=O)N(CCCN(C)C)C2c2cccnc2)c1C (configuration not stated) do in these assays?
IL1B NFkB inh: 4; Bcl-B TR3 displacers: 1%; PLAP inhibitors HTS: -20%; IL1B NFkB pot: -5; MRP reversal: 6; MRP reversal cytotoxicity: 92; MRP reversal with doxorubicin: 85; IL1B NFkB inh cell count 2 µM: 81; IL1B NFkB pot cell count 2 µM: 81

Results for CC(C)Oc1ccc(CSc2nnc3n(C)c(=O)c4c5c(sc4n23)CCCC5)cc1 ?
IL1B NFkB inh: -25; IL1B NFkB pot: 25; MRP reversal: 18; MRP reversal cytotoxicity: 70; MRP reversal with doxorubicin: 52; IL1B NFkB inh cell count 2 µM: 147; IL1B NFkB pot cell count 2 µM: 147

Results for N=c1c2c(n(Cc3cccc(Cl)c3)c3c1CCC3)CCCC2 ?
IL1B NFkB inh: 2; IL1B NFkB pot: -2; MRP reversal: -19; MRP reversal cytotoxicity: 76; MRP reversal with doxorubicin: 95; IL1B NFkB inh cell count 2 µM: 110; IL1B NFkB pot cell count 2 µM: 110

What do the screens show for `Cc1nc2ccccc2c(=O)n1/N=C/c1ccccc1`?
IL1B NFkB inh: 2; Bcl-B TR3 displacers: 4%; PLAP inhibitors HTS: 9%; IL1B NFkB pot: -2; IL1B NFkB inh cell count 2 µM: 153; IL1B NFkB pot cell count 2 µM: 153

How did O=C(COc1ccc(Cl)cc1Cl)Nc1ccc(Cl)cn1 do in these assays?
Bcl-B TR3 displacers: 7%; PLAP inhibitors HTS: 13%; MRP reversal: 10; MRP reversal cytotoxicity: 90; MRP reversal with doxorubicin: 80

Results for CCOC(=O)c1nc(Nc2ccc(C(=O)O)cc2)c2ccccc2n1 ?
IL1B NFkB inh: 6; Bcl-B TR3 displacers: -7%; PLAP inhibitors HTS: 4%; IL1B NFkB pot: -6; MRP reversal: 11; MRP reversal cytotoxicity: 105; MRP reversal with doxorubicin: 94; IL1B NFkB inh cell count 2 µM: 142; IL1B NFkB pot cell count 2 µM: 142

What do the screens show for `Cc1nn(C)c(C)c1NC(=O)c1ccc(S(=O)(=O)N(C)C)cc1`?
IL1B NFkB inh: -2; Bcl-B TR3 displacers: -6%; PLAP inhibitors HTS: 22%; IL1B NFkB pot: 2; MRP reversal: 11; MRP reversal cytotoxicity: 98; MRP reversal with doxorubicin: 87; IL1B NFkB inh cell count 2 µM: 152; IL1B NFkB pot cell count 2 µM: 152

How did O=C(Nc1ccc(F)cc1)NC1(C(=O)NCc2cccs2)CCCCC1 do in these assays?
IL1B NFkB inh: -25; Bcl-B TR3 displacers: -11%; PLAP inhibitors HTS: -11%; IL1B NFkB pot: 25; IL1B NFkB inh cell count 2 µM: 130; IL1B NFkB pot cell count 2 µM: 130

Results for Cn1nnnc1SCc1ccc(C(=O)Nc2ccccc2F)cc1 ?
IL1B NFkB inh: 4; Bcl-B TR3 displacers: 7%; PLAP inhibitors HTS: -35%; IL1B NFkB pot: -4; IL1B NFkB inh cell count 2 µM: 163; IL1B NFkB pot cell count 2 µM: 163

How did COC(=O)Cn1cc(C(=O)c2cccs2)c2ccccc21 do in these assays?
IL1B NFkB inh: -18; Bcl-B TR3 displacers: -1%; PLAP inhibitors HTS: 19%; IL1B NFkB pot: 18; MRP reversal: 4; MRP reversal cytotoxicity: 82; MRP reversal with doxorubicin: 79; IL1B NFkB inh cell count 2 µM: 148; IL1B NFkB pot cell count 2 µM: 148

Results for CCOc1ccc(NC(=O)CCNS(=O)(=O)c2ccc(Br)s2)cc1 ?
Bcl-B TR3 displacers: -9%; PLAP inhibitors HTS: 16%; MRP reversal: 10; MRP reversal cytotoxicity: 91; MRP reversal with doxorubicin: 81

What do the screens show for `COc1cccc(OC)c1C(=O)N1CCN(Cc2ccccc2C(F)(F)F)CC1`?
IL1B NFkB inh: 5; Bcl-B TR3 displacers: -4%; PLAP inhibitors HTS: -55%; IL1B NFkB pot: -5; MRP reversal: 9; MRP reversal cytotoxicity: 89; MRP reversal with doxorubicin: 80; IL1B NFkB inh cell count 2 µM: 136; IL1B NFkB pot cell count 2 µM: 136

Results for Cn1c(=O)[nH]c(=O)c2c1nc(SCCN1CCCCC1)n2Cc1ccccc1 ?
IL1B NFkB inh: 0; Bcl-B TR3 displacers: -5%; PLAP inhibitors HTS: -50%; IL1B NFkB pot: 0; MRP reversal: 13; MRP reversal cytotoxicity: 87; MRP reversal with doxorubicin: 74; IL1B NFkB inh cell count 2 µM: 145; IL1B NFkB pot cell count 2 µM: 145

Results for CC1Cc2ccccc2N1C(=O)Cc1cccs1 (configuration not stated) ?
IL1B NFkB inh: -8; Bcl-B TR3 displacers: -6%; PLAP inhibitors HTS: 7%; IL1B NFkB pot: 8; MRP reversal: -2; MRP reversal cytotoxicity: 93; MRP reversal with doxorubicin: 95; IL1B NFkB inh cell count 2 µM: 148; IL1B NFkB pot cell count 2 µM: 148

Results for Cc1ccc(-n2c(SCC(=O)Nc3ccc4cn[nH]c4c3)nnc2-c2ccco2)cc1 ?
IL1B NFkB inh: 9; Bcl-B TR3 displacers: -7%; PLAP inhibitors HTS: 17%; IL1B NFkB pot: -9; MRP reversal: -21; MRP reversal cytotoxicity: 32; MRP reversal with doxorubicin: 53; IL1B NFkB inh cell count 2 µM: 92; IL1B NFkB pot cell count 2 µM: 92

What do the screens show for `Cc1sc2ncnc(NCc3cccs3)c2c1C`?
IL1B NFkB inh: 2; Bcl-B TR3 displacers: 0%; PLAP inhibitors HTS: 26%; IL1B NFkB pot: -3; MRP reversal: -17; MRP reversal cytotoxicity: 58; MRP reversal with doxorubicin: 75; IL1B NFkB inh cell count 2 µM: 162; IL1B NFkB pot cell count 2 µM: 162

For reference, part of the list above.
Results for Cc1ccc(-n2c(SCC(=O)Nc3ccc4cn[nH]c4c3)nnc2-c2ccco2)cc1 ?
IL1B NFkB inh: 9; Bcl-B TR3 displacers: -7%; PLAP inhibitors HTS: 17%; IL1B NFkB pot: -9; MRP reversal: -21; MRP reversal cytotoxicity: 32; MRP reversal with doxorubicin: 53; IL1B NFkB inh cell count 2 µM: 92; IL1B NFkB pot cell count 2 µM: 92

What do the screens show for `Cc1sc2ncnc(NCc3cccs3)c2c1C`?
IL1B NFkB inh: 2; Bcl-B TR3 displacers: 0%; PLAP inhibitors HTS: 26%; IL1B NFkB pot: -3; MRP reversal: -17; MRP reversal cytotoxicity: 58; MRP reversal with doxorubicin: 75; IL1B NFkB inh cell count 2 µM: 162; IL1B NFkB pot cell count 2 µM: 162

More compounds:
What do the screens show for `COc1ccc2cc(C#N)c(SCC(=O)N3CCCC3)nc2c1`?
IL1B NFkB inh: -1; Bcl-B TR3 displacers: -8%; PLAP inhibitors HTS: 9%; IL1B NFkB pot: 1; MRP reversal: -5; MRP reversal cytotoxicity: 47; MRP reversal with doxorubicin: 53; IL1B NFkB inh cell count 2 µM: 143; IL1B NFkB pot cell count 2 µM: 143

What do the screens show for `CCc1ccc(NC(=O)C(=O)NCCN2CCN(C(=O)c3ccco3)CC2)cc1`?
IL1B NFkB inh: -5; IL1B NFkB pot: 5; MRP reversal: -16; MRP reversal cytotoxicity: 97; MRP reversal with doxorubicin: 113; IL1B NFkB inh cell count 2 µM: 130; IL1B NFkB pot cell count 2 µM: 130

What do the screens show for `Cc1cccc(N2CCN(C(c3ccccc3)c3nnnn3CC3CCCO3)CC2)c1C` (configuration not stated)?
IL1B NFkB inh: 13; Bcl-B TR3 displacers: 2%; PLAP inhibitors HTS: -60%; IL1B NFkB pot: -13; MRP reversal: -13; MRP reversal cytotoxicity: 73; MRP reversal with doxorubicin: 86; IL1B NFkB inh cell count 2 µM: 133; IL1B NFkB pot cell count 2 µM: 133

How did CCOc1cc(N2CCOCC2)c(OCC)cc1NC(=O)CN1C(=O)NC(Cc2ccccc2)C1=O (configuration not stated) do in these assays?
IL1B NFkB inh: -21; Bcl-B TR3 displacers: 0%; PLAP inhibitors HTS: -61%; IL1B NFkB pot: 21; MRP reversal: -2; MRP reversal cytotoxicity: 99; MRP reversal with doxorubicin: 101; IL1B NFkB inh cell count 2 µM: 149; IL1B NFkB pot cell count 2 µM: 149

How did COc1ccc(CN2CCC(C(=O)NCCc3ccc(OC)c(OC)c3)CC2)c(OC)c1 do in these assays?
IL1B NFkB inh: -7; Bcl-B TR3 displacers: 0%; PLAP inhibitors HTS: -78%; IL1B NFkB pot: 7; MRP reversal: 22; MRP reversal cytotoxicity: 108; MRP reversal with doxorubicin: 86; IL1B NFkB inh cell count 2 µM: 171; IL1B NFkB pot cell count 2 µM: 171

How did c1cncc(-c2cccnc2)c1 do in these assays?
IL1B NFkB inh: -25; Bcl-B TR3 displacers: -7%; PLAP inhibitors HTS: -7%; IL1B NFkB pot: 27; MRP reversal: 17; MRP reversal cytotoxicity: 96; MRP reversal with doxorubicin: 79; IL1B NFkB inh cell count 2 µM: 89; IL1B NFkB pot cell count 2 µM: 89

What do the screens show for `O=c1[nH]c(Nc2ccccc2)cc2ccccc12`?
IL1B NFkB inh: -10; Bcl-B TR3 displacers: 62%; PLAP inhibitors HTS: -4%; IL1B NFkB pot: 10; MRP reversal: -3; MRP reversal cytotoxicity: 77; MRP reversal with doxorubicin: 81; IL1B NFkB inh cell count 2 µM: 115; IL1B NFkB pot cell count 2 µM: 115

How did COc1ccc(N(CC(=O)Nc2cccc(C(C)=O)c2)S(C)(=O)=O)cc1OC do in these assays?
Bcl-B TR3 displacers: 1%; PLAP inhibitors HTS: 14%; MRP reversal: -6; MRP reversal cytotoxicity: 94; MRP reversal with doxorubicin: 99

What do the screens show for `N#Cc1nc(-c2cccc3ccccc23)oc1N1CCCCC1`?
IL1B NFkB inh: 1; Bcl-B TR3 displacers: -5%; PLAP inhibitors HTS: 6%; IL1B NFkB pot: -1; MRP reversal: -2; MRP reversal cytotoxicity: 80; MRP reversal with doxorubicin: 82; IL1B NFkB inh cell count 2 µM: 155; IL1B NFkB pot cell count 2 µM: 155

Results for N#Cc1ccsc1NC(=O)c1ccccn1 ?
IL1B NFkB inh: -10; Bcl-B TR3 displacers: -1%; PLAP inhibitors HTS: -50%; IL1B NFkB pot: 10; MRP reversal: -17; MRP reversal cytotoxicity: 89; MRP reversal with doxorubicin: 107; IL1B NFkB inh cell count 2 µM: 133; IL1B NFkB pot cell count 2 µM: 133

Screens: PubChem BioAssay, several laboratories
